Compound activity as filed in PubChem BioAssay.
AHR activator: AHR activators, primary screen, cell-based, luminescence, luciferase reporter, human; Aryl hydrocarbon receptor (Homo sapiens), P35869; AHR-responsive luciferase reporter cells; activation, % at 5 µM; actives 2.5% (n = 320,000); in the data active = activation above about 47%;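 also: 0% = vehicle wells and 100% = reference agonist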
proCasp7 act: procaspase-7 activators, primary screen, counter-screen for procaspase-3 activator project, biochemical, absorbance, HTS, human. Caspase-7 (Homo sapiens), P55210. recombinant procaspase-7, Ac-DEVD-pNA absorbance 405 nm; D23A/D198A/D206A triple mutant, cannot self-cleave; scale: DMSO 0, 5 µM enzyme 100. activation, % at 8.5 µM. actives 0.093% (n = 330,000);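 active = percent activation above the screen-wide mean plus 3 SD, cut at about 25% in these data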
Target sequence (P55210 whole entry D23A/D198A/D206A): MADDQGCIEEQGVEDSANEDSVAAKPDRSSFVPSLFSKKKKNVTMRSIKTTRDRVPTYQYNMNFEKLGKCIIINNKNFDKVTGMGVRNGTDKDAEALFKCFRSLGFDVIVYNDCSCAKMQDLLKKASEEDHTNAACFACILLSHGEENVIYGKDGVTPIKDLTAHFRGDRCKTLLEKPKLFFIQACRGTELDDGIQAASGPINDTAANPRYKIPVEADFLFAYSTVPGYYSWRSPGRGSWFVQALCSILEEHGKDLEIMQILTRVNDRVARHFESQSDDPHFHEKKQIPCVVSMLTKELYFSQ
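Assay system: Uncleavable procaspase-7 mutant enzyme; Input: 2 µM procaspase-7 mutant as dispensed; Also added: DEVD-pNA substrate; Medium: Zinc-free HEPES pH 7.4 with 300 mM NaCl, 0.01% Triton X-100; Timing: 1 h compound preincubation, 2 h substrate cleavage, 25 °C; Measured by: Epi-absorbance of released pNA at 405 nm, two timepoints.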
MEP2 TOR yeast: modulators of MEP2-GFP levels in yeast, primary screen, S. cerevisiae, multiplex flow cytometry, MLPCN library; AID 2016, 2009; actives 0.51% (n = 330,000); GFP response vs DMSO, % at 10 µM; S. cerevisiae MEP2-GFP strain, 3 h; 100% = DMSO control level;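 active = GFP response versus DMSO above a set limit, roughly screen mean plus 3 SD, cut at about 180% in these data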;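 also: median GFP fluorescence of the barcode-gated MEP2-GFP cells per well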
proCasp3 act: activators of human procaspase-3 D3A mutant, primary screen, biochemical, absorbance, PC-3 D3A mutant, single concentration | AID 463141, 2010 | Caspase-3 (Homo sapiens), P42574 | recombinant procaspase-3 D3A, Ac-DEVD-pNA absorbance 405 nm | actives 0.11% (n = 330,000) | activation, % at 8.5 µM;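 active = activation above the mean of all tested compounds plus 3 SD, cut at about 21% in these data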;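 also: 0% = DMSO alone and 100% = DMSO wells spiked with extra 5 µM PC-3 D3A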
Target sequence (P42574 whole entry D9A/D28A/D175A): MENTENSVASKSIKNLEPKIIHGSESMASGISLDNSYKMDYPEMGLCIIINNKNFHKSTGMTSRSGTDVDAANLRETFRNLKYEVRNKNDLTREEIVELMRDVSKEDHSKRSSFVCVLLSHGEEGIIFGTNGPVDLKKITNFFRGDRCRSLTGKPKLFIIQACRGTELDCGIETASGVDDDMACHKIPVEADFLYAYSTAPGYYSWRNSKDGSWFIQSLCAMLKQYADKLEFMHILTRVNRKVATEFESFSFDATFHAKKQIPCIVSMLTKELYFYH
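Compound: 8.5 µM single point, 0.8% DMSO / Material: Autoprocessing-dead procaspase-3 D3A mutant enzyme / Timing: 1 h preincubation plus 2 h reaction at 25 °C / Medium: Zinc-free HEPES/NaCl buffer with 0.01% Triton X-100 at pH 7.4 / Technique: 405 nm absorbance of p-nitroaniline, reads at 0 and 120 min / Repeats: one well per compound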
CR mimetic SO: reduction of superoxide in aged yeast, primary screen, HTS; actives 0.18% (n = 330,000); S. cerevisiae aged cells, superoxide DHE fluorescence; active compounds read low; superoxide response (% of plate mean), % at 10 µM;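 active = superoxide response under a set limit, about three screen SD below normal, cut at about 65% in these data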;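 also: yeast aged for seven days with compound at 30 °C before DHE staining; 100% = average MFI of all compound-treated wells on the plate with controls excluded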
RPL19A TOR yeast: RPL19A-GFP expression modulators in yeast, primary screen, cell-based, S. cerevisiae, multiplex flow cytometry, MLPCN. percent response vs DMSO, % at 10 µM. actives 0.3% (n = 330,000). S. cerevisiae RPL19A-GFP strain, 3 h; active compounds read low;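 active = percent response vs DMSO below 50%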;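 also: median channel GFP fluorescence of the barcoded RPL19A-GFP strain; ratio of sample median GFP to plate DMSO average so 100% = DMSO; lower means less RPL19A-GFP as with rapamycin TOR inhibition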
JMJD2C inh: inhibitors of GASC-1 histone demethylase, primary screen, biochemical, fluorescence, DELFIA europium; GST-JMJD2C(1-420) H3K9me3 demethylation; inhibition, % at 2.35 µM; actives 0.069% (n = 330,000); AID 2099, 2009;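 active = more than half of a compound's replicate wells show inhibition beyond 50%, single wells judged on their own value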;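 also: signal counts dimethyl H3K9 product captured on neutravidin plate; 0% = median of DMSO wells and 100% = 0.3 times that DMSO median; strong numbers were not always called active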
Target sequence (Q9H3R0 1-420 limits assumed): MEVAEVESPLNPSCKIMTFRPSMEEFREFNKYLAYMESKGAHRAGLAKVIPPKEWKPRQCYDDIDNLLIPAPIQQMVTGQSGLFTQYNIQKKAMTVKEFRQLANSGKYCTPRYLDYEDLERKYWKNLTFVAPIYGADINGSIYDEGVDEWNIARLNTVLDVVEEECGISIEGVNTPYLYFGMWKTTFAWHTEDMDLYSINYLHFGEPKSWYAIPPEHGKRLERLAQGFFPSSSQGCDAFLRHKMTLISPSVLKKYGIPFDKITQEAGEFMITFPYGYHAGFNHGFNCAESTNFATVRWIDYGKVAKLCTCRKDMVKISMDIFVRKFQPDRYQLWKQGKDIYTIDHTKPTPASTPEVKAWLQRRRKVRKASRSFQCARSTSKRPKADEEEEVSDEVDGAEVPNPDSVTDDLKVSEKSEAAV
LAP4 TOR yeast: modulators of LAP4-GFP expression in yeast, primary screen, S. cerevisiae, multiplex flow cytometry, MLPCN library. GFP response vs DMSO, % at 10 µM. 3 h; median GFP as percent of DMSO wells. actives 0.34% (n = 320,000);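 active = GFP response vs DMSO above a set limit, about the screen mean plus 3 SD, cut at about 150% in these data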
* = called active by the depositor; nt = no result given.

SMILES	AHR activator	proCasp7 act	MEP2 TOR yeast	proCasp3 act	CR mimetic SO	RPL19A TOR yeast	JMJD2C inh	LAP4 TOR yeast
O=C(CCS(=O)(=O)c1ccccc1)Nc1nc2cc3c(cc2s1)OCCO3	18.8	2.2	95.6	15.3	88.3	97.4	3.1	98.4
C[N+]12CCCCC1C(COC(=O)c1ccc3c(c1)OCO3)CCC2 (stereo not drawn)	-0.9	2.1	94.2	1.2	92.0	90.8	4.8	85.6
CNC(=O)CS(=O)CC(=O)Nc1cc(OCCOC)c(Cl)cc1Cl (stereo not drawn)	-0.5	9.2	98.1	1.3	100.4	99.6	34.0	101.3
O=C(COC(=O)c1ccco1)NCc1ccc(Cl)cc1	2.7	-3.7	103.4	-2.1	80.8	102.2	-9.0	112.4
Cc1ccc(S(=O)(=O)CC(=O)c2ccccc2)cc1	-1.1	5.6	85.1	1.8	90.8	95.9	0.9	92.8
Cc1cc(OCC#N)nc(N)n1	-1.3	-0.8	100.1	-6.8	96.1	104.3	-5.7	96.2
COC(=O)c1c(Oc2nc(OC)cc(OC)n2)cccc1Oc1nc(OC)cc(OC)n1	-2.4	-2.9	102.1	-2.6	93.2	99.8	3.4	107.6
CN(C)c1nc(-c2cccs2)cc(C(F)(F)F)c1C#N	0.7	39.0*	107.1	-7.2	97.5	104.9	-12.3	96.0
COc1ccc(Br)cc1CNC(=O)C1CCN(S(=O)(=O)N2CCCCC2)CC1	1.7	3.5	96.5	6.1	89.5	94.9	0.8	97.2
Cc1ccccc1/C=N/n1c(-c2cc(-c3ccccc3)n[nH]2)n[nH]c1=S	16.0	-16.0	100.0	-7.8	77.7	97.8	-6.1	86.8
COC(=O)Nc1ccc(C)c2nsnc12	7.5	-11.7	111.7	-11.7	109.8	100.2	173.3	96.5
COCc1nnc(NC(=O)c2ccc(S(=O)(=O)N(C)Cc3ccccc3)cc2)o1	1.4	8.3	102.3	-3.7	105.7	96.2	0.3	97.7
COc1ccc(C(=O)OCC(=O)N(C)C2CCS(=O)(=O)C2)cc1S(=O)(=O)N1CCCc2ccccc21 (stereo not drawn)	2.7	4.5	93.8	0.0	99.3	94.4	3.2	100.2
Cc1ccccc1OCC(=O)Nc1sc(C(=O)Nc2cccc(C)c2C)c(C)c1C#N	0.3	9.2	109.0	5.0	101.5	106.2	-26.1	103.8
Cn1nnnc1SCC(=O)Nc1ccccc1Cc1ccccc1	7.3	2.4	101.2	-7.5	99.3	97.8	9.5	99.4
O=C(Nc1ccc(F)cc1F)N1CCN(C(=O)c2ccco2)CC1	-0.6	3.0	101.1	4.9	105.8	99.8	-3.7	102.5
CCCC(c1nnnn1Cc1ccccc1)N1CCC(C(N)=O)CC1 (stereo not drawn)	-1.5	0.8	102.7	1.6	97.9	98.2	-2.0	99.7
Cc1c(C(=O)N/N=C/c2ccc(N3CCOCC3)cc2)nc2ccccn12	8.4	-4.6	98.9	8.7	87.4	102.0	-6.6	96.9
CCCc1cc(=O)n2c([nH]c3ccccc32)c1C#N	12.0	10.9	94.7	2.9	117.1	92.5	-1.4	91.3
Cn1c(=O)c2c(O)cc(=O)[nH]c2n(-c2ccccc2)c1=O	5.3	-6.7	97.3	3.6	99.0	97.4	-7.5	103.8
CN(c1cccc(NS(=O)(=O)c2cccc([N+](=O)[O-])c2)c1)S(C)(=O)=O	-0.3	-3.9	99.2	-3.5	96.5	101.1	1.4	97.7
O=C(c1cccn2c(=O)c3ccccc3nc12)N1CCN(Cc2ccc3c(c2)OCO3)CC1	12.1	6.5	98.4	0.6	84.2	100.7	11.1	98.4
CCOC(=O)c1[nH]c(C)c(/C(O)=C2\C(=O)C(=O)N(CCN(C)C)C2c2cccc(OC)c2OC)c1C (stereo not drawn)	0.0	6.1	102.4	7.3	85.9	99.8	-0.2	103.6
Cc1ccc(C)c(COc2coc(CN3CCN(C(=O)c4ccco4)CC3)cc2=O)c1	-2.5	3.0	101.0	-2.6	115.9	99.3	-3.7	103.1
CCOc1ccccc1C(=O)NCC(=O)NNC(=O)c1cccs1	6.0	9.4	107.4	0.4	91.2	96.0	-2.9	98.4
(next part)
SMILES	AHR activator	proCasp7 act	MEP2 TOR yeast	proCasp3 act	CR mimetic SO	RPL19A TOR yeast	JMJD2C inh	LAP4 TOR yeast
Nc1[nH]c2cc([N+](=O)[O-])ccc2c1-c1ccccn1	29.9	-6.5	107.8	-2.7	118.3	101.9	-0.8	104.4
CC(Sc1nnc(CC(C)c2ccccc2)n1N)C(N)=O (stereo not drawn)	2.1	-1.3	104.2	0.1	104.2	106.9	9.7	96.8
CCOC(=O)C1C(=O)OC(C)(C)C1C(C)C(=O)c1ccccc1 (stereo not drawn)	0.8	-4.6	120.5	2.4	93.8	110.8	0.0	105.6
COCCN=C1NN=C(c2ccc(C)c([N+](=O)[O-])c2)CS1	7.8	-20.8	105.4	-20.1	106.4	118.6	-4.9	101.1
COc1ccccc1N1CC(C(=O)NCCN2C(=O)S/C(=C\c3cccnc3)C2=O)CC1=O (stereo not drawn)	0.5	-3.9	99.3	4.5	79.7	95.5	4.0	93.0
CC(OC(=O)c1cc(=O)c2ccccc2o1)C(=O)Nc1ccc(N(C)C)cc1 (stereo not drawn)	1.4	-0.6	90.4	-5.0	99.6	97.8	nt	92.0
CCc1ccc(C(=O)NNc2cc(Cl)cc(Cl)c2)cc1	8.9	4.5	97.8	-4.7	92.0	102.3	-0.3	114.5
CC1Cc2ccccc2N1C(=O)c1cnc2sccn2c1=O (stereo not drawn)	10.4	-7.3	88.0	-7.6	85.7	96.2	-1.7	105.0
Cc1cc(C)nc(N(C#N)Cc2ccc([N+](=O)[O-])cc2)n1	0.0	10.3	106.8	2.2	102.5	100.2	-6.2	94.7
CCCC(=O)c1cn(CC(=O)OC)c2ccccc12	5.4	6.4	105.4	-0.9	109.2	103.5	0.3	105.7
CC1CCCCN1CCNC(=O)C1CCN(S(=O)(=O)c2cccc3nsnc23)CC1 (stereo not drawn)	2.1	4.0	107.6	7.8	98.1	94.6	1.4	90.9
COc1ccc(Cl)cc1Nc1nc(NCCO)nc(N2CCCC2)n1	14.6	-4.7	100.1	-10.6	102.6	102.3	-6.6	100.1
S=C(Nc1ccc(Cc2ccncc2)cc1)Nc1cccc(Cl)c1	-2.8	-1.3	102.7	-9.6	125.0	97.5	4.7	102.7
O=C(NNS(=O)(=O)c1ccccc1C(F)(F)F)c1cccc(S(=O)(=O)Nc2ccccc2Cl)c1	-1.9	5.3	100.9	-2.5	90.1	102.9	24.0	93.1
CCOc1ccc(CNC(=O)c2ccc(Sc3ccc(Cl)cc3)c(NC(C)=O)c2)cc1	3.3	2.1	102.0	-1.9	102.8	105.5	-0.7	92.9
CCOc1ccc(NC(=O)c2cn(-c3ccc(OCC)cc3)c(=O)c3cc(OC)c(OC)cc23)cc1	-2.4	11.4	95.4	-3.7	91.2	95.7	5.1	99.6
CCS(=O)(=O)N1CCC(C(=O)Oc2ccc(C(=O)OC)cc2)CC1	-0.2	-2.4	109.7	1.4	103.8	99.4	-19.1	89.9
CCn1c(=O)n(CC(=O)N2CCN(c3ccccc3F)CC2)c(=O)c2ccccc21	0.8	7.6	113.7	1.4	93.4	107.0	18.8	120.5
CC1CC(C)CN(S(=O)(=O)c2ccc(C(=O)NCc3ccco3)cc2)C1 (stereo not drawn)	0.9	3.3	95.5	5.4	94.6	99.9	75.4	104.0
O=C(c1ccccc1Br)N1CCN(c2ccccc2)CC1	2.4	8.1	97.6	11.7	98.0	96.8	-0.5	104.6
Fc1cccc(CN2CCN(C(=S)NCCc3ccccc3)CC2)c1	0.5	-3.9	106.3	1.8	95.6	95.8	-26.7	109.4
Cc1ccc(S(=O)(=O)NCCC(=O)OCC(=O)Nc2ccccc2Cl)cc1	-0.3	10.8	102.0	12.3	103.8	98.4	33.8	104.6
CCOc1ccc2cc(C#N)c(SCC(=O)OC)nc2c1	3.0	1.7	120.5	-2.7	98.2	99.6	3.5	111.4
CN1/C(=C\C(=O)c2oc3ccccc3c2N)C(C)(C)c2ccccc21	-11.4	3.9	97.8	1.1	104.2	97.9	9.0	104.5
CCOC(=O)C(NCc1ccccn1)(NC(=O)c1cccnc1)C(F)(F)F (stereo not drawn)	-1.3	-2.1	107.4	5.7	88.7	99.6	-9.3	95.0

At a glance, two of the compounds above:
SMILES	AHR activator	proCasp7 act	MEP2 TOR yeast	proCasp3 act	CR mimetic SO	RPL19A TOR yeast	JMJD2C inh	LAP4 TOR yeast
CCc1ccc(C(=O)NNc2cc(Cl)cc(Cl)c2)cc1	8.9	4.5	97.8	-4.7	92.0	102.3	-0.3	114.5
CC1Cc2ccccc2N1C(=O)c1cnc2sccn2c1=O (stereo not drawn)	10.4	-7.3	88.0	-7.6	85.7	96.2	-1.7	105.0

New compounds follow.
SMILES	AHR activator	proCasp7 act	MEP2 TOR yeast	proCasp3 act	CR mimetic SO	RPL19A TOR yeast	JMJD2C inh	LAP4 TOR yeast
O=C(NCc1cccnc1)C1CC(c2ccccc2O)=NO1 (stereo not drawn)	0.4	-6.4	101.2	-3.8	98.2	102.9	-5.8	89.2
COc1ccc(CN(C)C(C)C(=O)Nc2ccc(S(=O)(=O)N3CCCCC3)cc2)cc1F (stereo not drawn)	1.2	2.3	97.1	3.7	75.9	100.2	-2.7	103.1
Fc1ccc(OCCCCCN2CCCC2)cc1	-1.0	-3.8	106.9	7.2	94.2	100.5	-13.3	105.8
COc1ccc(CNC(=O)CSc2nc3ccccc3n2C(C)=O)cc1	8.9	11.2	108.4	-6.1	95.7	103.2	-1.8	99.7
CCCCCCCCCCS(=O)(=O)N/N=C/c1ccc([N+](=O)[O-])cc1	0.1	-7.9	101.8	-3.3	87.5	98.2	7.4	104.1
CCN(CC)S(=O)(=O)c1ccc(N2CCOCC2)c(NC(=O)c2cccc(C#N)c2)c1	0.7	13.2	95.6	-0.5	119.2	99.3	-13.6	93.2
CC(=O)c1c(C)[nH]c(C(=O)COC(=O)CCSc2ccccc2)c1C	25.4	7.1	107.6	-0.1	86.8	108.2	-2.7	97.2
COP(=O)(OC)C(Nc1ccc([N+](=O)[O-])cc1)c1ccccc1 (stereo not drawn)	-2.3	4.9	96.5	-6.6	107.9	99.2	4.1	113.8
O=C(N/C(=C\c1ccco1)C(=O)N1CCCC(CO)C1)c1ccccc1 (stereo not drawn)	-0.2	-8.8	96.5	6.0	98.6	95.1	-2.3	91.1
CC1CCCC(NC(=O)C2CCN(S(=O)(=O)N3CCCCC3)CC2)C1C (stereo not drawn)	-1.5	4.2	105.4	-0.7	106.3	98.1	-1.2	117.2

2 compounds from above, reduced to CR mimetic SO:
Structure,CR mimetic SO
O=C(COC(=O)c1ccco1)NCc1ccc(Cl)cc1,80.8
Cc1ccc(S(=O)(=O)CC(=O)c2ccccc2)cc1,90.8
